# Screening results from PubChem BioAssay.
# ATXN viability = viability counter-screen for ATXN expression inhibitors. S2 cells (HEK-293 line with an ATXN2-luciferase reporter) viability, CellTiter-Fluor protease fluorescence, 24 h. Potency, µM (titrated, usually from 56.7 µM), actives largely listed as cytotoxic. hit rate 0.49% among 400,000. AID 651635; also: potency is read from the fitted curve at half-maximal effect; nearly all actives have a fitted effect of over 40% in size
# ATXN2 expr inh = ATXN2 expression inhibition. AID 1745845. HEK-293 ATXN2-luciferase reporter, luminescence, 24 h. hit rate 0.72% among 360,000. Potency, µM (top dose mostly 57 µM), inactives show at the highest dose activity change, negative = inhibition, most hits filed as inhibitors; also: potency is read from the fitted curve at half-maximal effect; % is scaled to controls: 0 for no effect and ±100 for the full control effect; nearly all actives have a fitted effect of over 55% in size
#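 ATXN2-luciferase reporter cells (luciferase flanked by upstream and downstream ATXN2 gene portions) were treated 24 h at 37 °C with compounds at up to 57 uM. SteadyGlo luminescence gave expression; GF-AFC fluorescence gave viability.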
# KB-3-1 cytotox = kills parental KB-3-1 adenocarcinoma cells; KB-3-1 viability, CellTiter-Glo ATP luminescence, 72 h; Potency, µM (highest dose often 46.1 µM), for inactives: top-dose activity change, negative = cytotoxic, actives largely listed as cytotoxic; hit rate 1.4% among 400,000; AID 1347075; also: potency is read from the fitted curve at half-maximal effect; % is scaled to controls: 0 for no effect and ±100 for the full control effect; nearly all actives have a fitted effect of over 60% in size
#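 Parental KB-3-1 adenocarcinoma cells in phenol-red-free DMEM with 10% FBS were pin-treated with compounds at several concentrations, incubated 72 h at 37 °C, and viability read by CellTiter-Glo luminescence; concentration-effect curves were fitted after normalization.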
# HT1080-NT tox = kills 2HG-producing HT-1080-NT fibrosarcoma cells | hit rate 1.6% among 360,000 | Potency, µM (doses to about 46.1 µM), for the others: at the highest dose activity, negative = less viability, most hits filed as cytotoxic | HT-1080-NT fibrosarcoma viability, CellTiter-Glo ATP luminescence, 48 h;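 also: NT is the 2HG producing partner of a matched IDH1 knockdown line; potency is read from the fitted curve at half-maximal effect; 0% = DMSO-treated cells and -100% = media-only wells without cells; nearly all actives have a fitted effect of over 55% in size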
#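 Fibrosarcoma NT cells, 750 per well in 5% FBS RPMI, were exposed to compound for 48 hours. Viability: CellTiter-Glo luminescence.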
# KB-V1 MDR tox = kills drug-selected multidrug resistant KB-V1 cells | KB-V1 MDR cells viability, CellTiter-Glo, 72 h | Potency, µM (series often up to 46.1 µM), inactives show top-dose activity change, negative = cytotoxicity, most hits filed as cytotoxic | hit rate 3.4% among 400,000; also: potency is read from the fitted curve at half-maximal effect; % is scaled to controls: 0 for no effect and ±100 for the full control effect; nearly all actives have a fitted effect of over 60% in size
#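 Cytotoxicity via CellTiter-Glo luminescence after 72 h compound exposure at 37 degrees C. Cells: drug-selected KB-V1 line, DMEM phenol-red free plus 10% FBS. Compounds tested at multiple concentrations; normalized data fitted to concentration-effect curves.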
# IL-1B inflam inh = blocks inflammasome-driven IL-1 beta release | THP-1 LPS/ATP IL-1B secretion, AlphaLISA, 16 h; stronger effect = lower value | activity change, % at 57.5 µM | hit rate 4.7% among 360,000 | AID 743279; in the data active = activity change below about -50%; inconclusive = mostly about -30% to -49%; also: % is scaled to controls: 0 for no effect and ±100 for the full control effect
#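 THP-1 cells pretreated 1 hr with compounds (up to 57.5 uM final), then stimulated with LPS (250 ng/mL final) plus ATP (1.25 mM final); secreted IL-1B measured by AlphaLISA after 16 hr, decreased signal indicating inhibition.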
# MCF10A rereplic = induces DNA re-replication in MCF 10a normal breast cells; MCF 10A DNA re-replication, Hoechst nuclear intensity, 48 h; Potency, µM (doses to about 46.1 µM), without a hit: at the highest dose activity, positive = re-replication, most hits filed as activators; hit rate 2.9% among 350,000; also: potency is read from the fitted curve at half-maximal effect; % of control where 0% means no effect; nearly all actives have a fitted effect of over 50% in size
# HT1080 IDH1KD tx = toxicity to HT-1080 IDH1 knockdown cells (counter line); HT-1080 IDH1 knockdown viability, ATP luminescence, 48 h; Potency, µM (highest dose often 46.1 µM), for inactives: at the top dose activity, negative = toxicity, hits mostly cytotoxic; hit rate 2% among 360,000; AID 686971;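 also: potency is read from the fitted curve at half-maximal effect; 0% = DMSO wells and -100% = cell-free medium wells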
#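 In this qHTS, HT-1080 cells depleted of IDH1 are exposed for 48 h at 37 °C to compound titrations. Toxicity is scored from CellTiter-Glo luminescence, with DMSO as full viability and medium alone as none.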
# SW480 rerep = induces DNA re-replication in SW480 colon adenocarcinoma cells | SW480 DNA re-replication, Hoechst DNA content imaging, 48 h | Potency, µM (highest dose often 46.1 µM), inactives show at the highest dose re-replication activation, usual class: activators | hit rate 1.8% among 340,000 | AID 624297; also: potency is read from the fitted curve at half-maximal effect; % of control where 0% means no effect; nearly all actives have a fitted effect of over 55% in size
#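 Hoechst fluorescence of nuclei (405 nm excitation, 500-530 nm emission) measured by plate-scanning imager after 48 hr compound exposure at 37 C; re-replication scored as increased number of nuclei with elevated intensity.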
# * = called active by the depositor; i = inactive; ? = inconclusive; . = not tested or not shown; & = joins results of further samples; [ ] = another dose, or the depositor's remark. Unless noted, calls follow the shape of the dose curve; as a rule, active = well fitted curve in the direction sought with a large enough effect; inconclusive = small, poorly fitted or top-dose-only effect, or another doubt; inactive = no such curve, though single readings can be large; an effect the other way counts as inactive or inconclusive. Not a hit list. Share with any hit: about 11%.
no.	Molecule	ATXN viability	ATXN2 expr inh	KB-3-1 cytotox	HT1080-NT tox	KB-V1 MDR tox
1	O=C(C1CCCCC1)N1CCCC(c2nc3c(nnn3Cc3ccccc3)c(=O)[nH]2)C1 (centres undefined)	i	1%	-5%	-17%	?
2	O=C(O)[C@H](Cc1ccccc1)Nc1ccc([N+](=O)[O-])cn1	i	.	3%	13%	18%
3	Nn1c(SCC(=O)Nc2ccc3c(c2)OCO3)nnc1-c1ccncc1	i	1%	10%	7%	9%
4	CC(C)Nc1ncnc2c1ncn2[C@H]1CN(Cc2ccc(F)cc2)C[C@@H](CO)O1	i	15%	0%	8%	-3%
5	O=C(/C=C/c1cccc(C(F)(F)F)c1)N1CCN(c2ccccn2)CC1	i	-32%	?	?	?
6	CCOC(=O)c1c(CN2CCC(C)CC2)oc2ccc(OC)cc12	i	-26%	-6%	-2%	?
7	COc1cc(CNc2ncnc3c2ncn3[C@H]2CN(Cc3ccccc3)C[C@@H](COC(C)=O)O2)cc(OC)c1OC	i	-4%	0%	18%	-11%
8	COCCC(=O)N1CCC(Oc2ccc(C(=O)NCc3nccn3C)cc2)CC1	i	7%	.	0%	.
9	CCN1C(=O)CC2CCCC1C2 (centres undefined)	i	2%	-2%	10%	2%
10	CC(Oc1ccccc1)C(=O)Nc1nnc(S(=O)(=O)N2CCCCCC2)s1 (centres undefined)	i	-3%&8%	-5%&8%	0%	6%&8%
11	O=C(OCc1cc(-c2ccccc2)no1)c1ccc2ccccc2n1	i	3%	10%	13%	11%
12	COc1cc(C2C(S(=O)(=O)c3ccccc3)CON2C)ccc1OCc1ccc(F)cc1 (centres undefined)	i	2%[11.3 µM]	0%	19%	?
13	COc1ccc(-c2nnn(CCC(=O)O)n2)cc1	i	-12%	3%	-1%[9.24 µM]	22%
14	O=C(CN1CCC(c2nc3ccccc3[nH]2)CC1)Nc1ccc2c(c1)OCO2	i	3%	?	1%	-4%
15	CSc1ccc(/C=C(\C(=O)O)c2ccc(S(=O)(=O)N3CCCC3)s2)cc1	i	0%	4%	0%	?

no.	IL-1B inflam inh	MCF10A rereplic	HT1080 IDH1KD tx	SW480 rerep
1	-9	5%	-8%	2%
2	3	1%	8%	?
3	16	2%	15%	0%
4	19	.	?	.
5	-95*	9.2µM*	?	4.6µM*
6	-29	?	-6%	0%
7	28	.	-3%	.
8	15	1%	5%	-5%
9	-7	-2%	6%	-3%
10	-9	-1%	-2%	-13%
11	26	-11%	17%	-8%
12	-4	-4%	17%	-22%
13	-2	-6%	-23%	7%
14	-16	5%	2%	-1%
15	9	8%	0%	-19%

# Next part
no.	Molecule	ATXN viability	ATXN2 expr inh	KB-3-1 cytotox	HT1080-NT tox	KB-V1 MDR tox
16	CCOc1ccc2oc(-c3ccccc3)c(C(=O)N3CCN(CCO)CC3)c2c1	i	0%	-1%	4%	?
17	Cc1cc(C)n2nc(C(=O)Nc3ccc4c(c3)OCO4)nc2n1	i	-1%	-1%	-11%	-14%
18	CCN(CC(=O)Nc1ccc(N2CCOCC2)cc1)C(=O)Cc1ccccc1	i	.	0%	3%	6%
19	Cc1ccc(NC2(C(N)=O)CCCC2)cc1	i	5%	2%	14%	18%
20	CCc1ccccc1N1C(=O)N(Cc2cccc(Cl)c2)c2ccccc2S1(=O)=O	i	-9%	?	.	3%
21	Cc1cccc(-n2c(O)c(C=Nc3cc(O)ccc3C)c3ccccc3c2=O)n1	.	?	-5%	?	-2%
22	Cc1cc(-n2c(C)cc(C(=O)CN3C(=O)NC4(CCCCC4)C3=O)c2C)no1	i	19%	2%	10%	?
23	C=CCn1c(SCC(=O)NC2CCCC2)nc2ccccc21	i	.	-2%	7%	?
24	CC1(C)CC(=O)C=C(NNC(=O)c2cccnc2)C1	i	1%	9%	8%	0%
25	CC1CN(CCOc2ccc([N+](=O)[O-])cc2)CC(C)O1 (centres undefined)	i	0%	-1%	5%	0%
26	CCOC(=O)c1nnn2c1nc(N1CCN(C)CC1)c1ccccc12	i	-24%	0%	0%	-2%
27	NNC(=O)C(Cc1c[nH]c2ccccc12)NC(=O)c1ccccc1 (centres undefined)	i	-11%	1%	-23%	20%
28	COc1cc2c(cc1OC)CN(CC(=O)NC(=O)NCc1ccccc1)CC2	i	-10%[11.3 µM]	3%	-6%	-13%
29	CCOC(=O)C1CCN(Cc2nnnn2CCc2ccccc2)CC1	i	3%	3%	10%	21%
30	O=C1CCCN1c1ccc(S(=O)(=O)N2CCCCC2)cc1	i	-12%	18%	-8%	3%

no.	IL-1B inflam inh	MCF10A rereplic	HT1080 IDH1KD tx	SW480 rerep
16	-10	18%	4%	0%
17	-25	1%	-15%	1%
18	4	0%	12%	1%
19	-2	-11%	14%	-2%
20	.	.	.	.
21	-13	-1%	?	0%
22	15	-3%	3%	-2%
23	28	.	2%	.
24	.	-7%	5%	-7%
25	22	?	1%	-2%
26	-16	-3%	-6%	-15%
27	-13	-4%	-3%	25%
28	0	-30%[inhibitor]	1%	-111%[inhibitor][1.84 µM]
29	13	11%	9%	5%
30	19	-1%	-15%	7%

# (further entries)
no.	Molecule	ATXN viability	ATXN2 expr inh	KB-3-1 cytotox	HT1080-NT tox	KB-V1 MDR tox
31	Cc1c(NC(=O)C(C)OC(=O)C23CC4CC(CC(Br)(C4)C2)C3)c(=O)n(-c2ccccc2)n1C (centres undefined)	i	-5%	?	11%	-24%
32	CCNc1nc(OC)nc(N2CCC(Cc3ccccc3)CC2)n1	i	-11%	-20%	-3%	?
33	Cc1c(NC(N)=O)c(=O)n(-c2ccccc2)n1C	i	0%	-4%	7%	11%
34	Cc1cc(C)nc(Nc2nc(=O)c3ccccc3s2)n1	i	63%[activator]	-15%	10%	?
35	CCOC(=O)c1c(C)n(C)c2c(C)cc(O)c(OC(C)=O)c12	i	-5%	3%	19%	0%
36	Cc1ccc(-c2sc(-c3ccccc3)nc2CC(=O)Nc2ccccc2F)cc1	i	-17%	?	-2%	?
37	COc1ccc(C)cc1-n1nnnc1SCC(=O)Nc1cccnc1Cl	i	-16%	-18%	-1%	13µM*
38	CCN(CC)c1ccc(NC(=O)Cn2nnc(-c3cccc(OC)c3OC)n2)c(C)c1	i	0%	14%	10%	-18%
39	CCCCNc1c(-c2cccc(-c3cc(C(C)=O)cs3)c2)nc2ccc(C)cn12	16µM*	?	?	21µM*	21µM*
40	COc1cc2nc(SCC(=O)NCc3ccco3)n(Cc3ccc(Cl)cc3)c(=O)c2cc1OC	?	-38%	10µM*	0%	?
41	N#Cc1cccc(NC(=O)CN2CCN(Cc3ccccc3)CC2)c1	i	-4%	-1%	13%	0%
42	O=C1CC[C@H](O)CCN1[C@H](CSc1ccccc1)Cc1ccccc1	i	-7%	9%&14%	11%	0%&-20%
43	COc1cc(NC(=O)CSc2nc(-c3cccs3)cc(C(F)(F)F)n2)cc(OC)c1OC	i	-4%	-27%	.	14%
44	CC(C)(C(=O)N[C@H](CO)c1ccccc1)C(=O)N[C@H](CO)c1ccccc1	i	9%	0%	19%	2%
45	O=C(CSc1nnc(NC(=O)C2CC(=O)N(c3ccccc3)C2)s1)NC1CCCC1 (centres undefined)	i	-4%	11%	9%	31%

no.	IL-1B inflam inh	MCF10A rereplic	HT1080 IDH1KD tx	SW480 rerep
31	36	1.5µM*	11%	-32%[inhibitor]
32	48	11%	-7%	-2%
33	-5	-5%	0%	6%
34	-16	-2%	19%	-5%
35	-10	7%	22%	-1%
36	-12	?	-9%	2%
37	0	-3%	1%	5%
38	20	?	3%	-3%
39	-103*	?	?	?
40	39	15µM*	-1%	18µM*
41	-7	-3%	22%	0%
42	20	-19%	0%	-7%
43	.	.	.	.
44	4	-24%	8%	-7%
45	0	-6%	-11%	0%

# (more compounds)
no.	Molecule	ATXN viability	ATXN2 expr inh	KB-3-1 cytotox	HT1080-NT tox	KB-V1 MDR tox
46	COc1ccc(-c2nc(N)n(C(C)=O)n2)cc1	i	5%	-7%	7%	22%
47	CC(C)c1ccc(/C=C2\SC(N3CCOCC3)=NC2=O)cc1	i	3%	-3%	1%	9%
48	Cc1cc(Cl)ccc1NC(=O)CN1C(=O)C(=O)N(C2CCCC2)C1=O	i	.	3%	-1%	8%
49	COc1cc(OC)c(NC(=O)c2c(C)oc3ncn(C)c(=O)c23)cc1Cl	i	0%	19%	.	14%
50	Cc1ccc(OCC(=O)NC(=S)Nc2ccc3c4c(cccc24)CC3)cc1	i	-23%[11.3 µM]	1%	21%	-7%
51	CCC(=O)NC(=S)NNC(=O)c1ccccc1[N+](=O)[O-]	i	-19%	2%	15%	12%

no.	IL-1B inflam inh	MCF10A rereplic	HT1080 IDH1KD tx	SW480 rerep
46	19	2%	9%	-7%
47	-65*	14%	-29%	4%
48	-9	1%	0%	1%
49	.	.	.	.
50	-5	?	12%	17%
51	-5	2%	20%	-9%

# 4 entries drawn at random from those above, as already listed:
no.	Molecule	ATXN viability	ATXN2 expr inh	KB-3-1 cytotox	HT1080-NT tox	KB-V1 MDR tox
40	COc1cc2nc(SCC(=O)NCc3ccco3)n(Cc3ccc(Cl)cc3)c(=O)c2cc1OC	?	-38%	10µM*	0%	?
45	O=C(CSc1nnc(NC(=O)C2CC(=O)N(c3ccccc3)C2)s1)NC1CCCC1 (centres undefined)	i	-4%	11%	9%	31%
39	CCCCNc1c(-c2cccc(-c3cc(C(C)=O)cs3)c2)nc2ccc(C)cn12	16µM*	?	?	21µM*	21µM*
43	COc1cc(NC(=O)CSc2nc(-c3cccs3)cc(C(F)(F)F)n2)cc(OC)c1OC	i	-4%	-27%	.	14%

no.	IL-1B inflam inh	MCF10A rereplic	HT1080 IDH1KD tx	SW480 rerep
40	39	15µM*	-1%	18µM*
45	0	-6%	-11%	0%
39	-103*	?	?	?
43	.	.	.	.
